Compound activity (PubChem BioAssay)
ERK EGF inh = blocks ERK signaling stimulated by EGF; HEK293-V1b, EGF-stimulated phospho-ERK AlphaScreen; Potency, µM (titrated, usually from 11.5 µM), for inactives: at the highest dose activity change, negative = inhibition, hits mostly inhibitors; 0.41% of 130,000 active; AID 1454; active = well fitted inhibition curve with a large enough effect; inconclusive = small, poorly fitted or top-dose-only effect, or effect the other way;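 also: plate controls were stimulated vehicle wells for no effect and unstimulated vehicle basal for full effect; nearly all actives have a fitted effect of over 55% in size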
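HEK293 cells stably expressing V1b receptor, serum-reduced (1% FBS) overnight, pretreated 30 min with compound, then stimulated 5 min with 25 nM EGF; phospho-ERK detected by AlphaScreen SureFire. AC50 from Hill fits, normalized to DMSO and EGF.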
* hit, by the source's call; ? = inconclusive; [ ] = remark or other dose. Potency is read from the fitted curve at half-maximal effect. Not all compounds are listed (hit frequency here may not be typical).

canonical_smiles | ERK EGF inh
CC(=O)Nc1ccc2cc3ccc(NC(C)=O)cc3nc2c1 | 7%[57.5 µM]
Nc1nnnn1/N=C/c1cc([N+](=O)[O-])ccc1O | -11%[57.5 µM]
Cn1nnnc1-c1cc(Cl)cc(Cl)c1 | -7%
C#CCOCCOCCOCCNc1nc(N2CCN(C(=O)Cn3cc(CCCCN)nn3)CC2)nc(N2CCN(C(=O)[C@H](C)n3cc(CCCN=C(N)N)nn3)CC2)n1 | -1%
CCOC(=O)c1c(C)[nH]c(C(=O)Nc2ccc(NC(C)=O)cc2)c1C | -18%
COc1cc(C(=O)NC(=S)NC(C)C)cc(OC)c1OC | -1%
CCOCCOC(=O)c1ccc(NC(=O)c2cc(OC)c(OC)c(OC)c2Br)cc1 | -8%
CCC(C)(C)NC(=O)/C=C/c1ccc(OC)c(S(=O)(=O)N2CCOCC2)c1 | -6%
O=C(CCC(=O)Nc1ccc(F)cc1)N/N=C/c1ccncc1 | -7%
CCc1nnc(NC(=O)C2(C)COC(c3ccccc3)OC2)s1 (stereo unspecified) | -4%
CCCNC(=O)Cn1c(=O)/c(=C\c2ccc(-c3cccc([N+](=O)[O-])c3)o2)s/c1=C\C(=O)C(C)(C)C | 4%
Cc1ccc(NS(=O)(=O)c2cccc(C(=O)NCC3(N(C)C)CCCCC3)c2)cc1 | 1%
O=C1CC(N2CCN(c3ncccn3)CC2)C(=O)N1CCc1ccccc1 (stereo unspecified) | -11%
O=C1C2C3C=CC(CC3)C2C(=O)N1/N=C/c1ccco1 (stereo unspecified) | -8%
COc1ccc(S(=O)(=O)N2CCOCC2)cc1NC(=O)c1ccc(-n2nc(C)cc2C)cc1 | 10%[57.5 µM]
CN(CCC#N)C(=S)Nc1ccc(Oc2ccccc2)cc1 | 2%
Clc1ccc(-c2csc(-c3cccnc3)n2)s1 | -3%[57.5 µM]
O=S(=O)(Nc1cccc2[nH]ncc12)c1cccs1 | -5%
COc1ccc(C(=O)NCc2ccc3c(c2)OCO3)cc1 | 5%
Cc1ccc(C2=NNC(c3ccc(Cl)cc3)=Nc3ccccc32)o1 | 2%
Cc1ccc(-c2nn(-c3ccccc3)cc2/C=C/C(=O)OCC(=O)NC2CC2)o1 | ?
COC(=O)C1=C(C)N(Cc2ccc3c(c2)OCO3)C(=O)C1 | -8%
Cc1onc(-c2ccccc2)c1-c1nnc(-c2ccccc2C(F)(F)F)o1 | 14%[57.5 µM]
CC(C)(C)C(=O)Cn1nnc(-c2ccc(C(F)(F)F)cc2)n1 | -8%[57.5 µM]
Cn1cc(/C=C2\SC(=S)N(NC(=O)c3ccccc3)C2=O)c2ccccc21 | -5%
CCCCCCCCCCS(=O)(=O)N/N=C/c1ccc(O)cc1 | ?
Cc1ccc(NC(=O)NC(=O)CSc2n[nH]c(N)n2)c(C)c1 | 2%
CC(=O)N/C(=C\c1ccccc1)C(=O)NCC(=O)O | 0%
CC(C)C(C(=O)O)N1CCS(=O)(=O)CC1 (stereo unspecified) | 1%
O=C(c1cnn(-c2ccc(Cl)cc2)c1)c1ccccc1O | 10%
NC(=S)NNc1ccc(Cl)c(Cl)c1 | 5%[57.5 µM]
COc1ccc(NC(=O)CNc2ccc(C#N)cc2)cc1 | -5%
CN(CCOc1ccc(Cl)cc1)C(=O)c1ccc(S(=O)(=O)N2CCOCC2)cc1 | -2%
COCCCNc1nc2nonc2nc1N1C[C@H]2CC[C@H]1C2 | -14%
COc1cc(/C=N\NC(=O)c2ccc(Cl)cc2)ccc1Oc1ccc([N+](=O)[O-])cn1 | 0%[57.5 µM]
O=C(O)C1CCCCC1C(=O)Nc1ccc(F)c(F)c1 (stereo unspecified) | -1%
Cc1ccoc1C(=O)NCCNc1ccc(Cl)cc1[N+](=O)[O-] | 7%
Cc1cc(NC(=O)CSc2nnc(Cn3c(=O)sc4ccccc43)n2-c2ccccc2C)no1 | -4%
Cc1ccc(C)n1-c1cc([N+](=O)[O-])ccc1-n1ccnc1 | 14%[57.5 µM]
CC(/C=N/NC(=O)c1ccco1)=C\c1ccccc1 | 5%

Reformatted: entries from further up.
SMILES: O=C(O)C1CCCCC1C(=O)Nc1ccc(F)c(F)c1 (stereo unspecified)
  ERK EGF inh: -1%

SMILES: COc1ccc(NC(=O)CNc2ccc(C#N)cc2)cc1
  ERK EGF inh: -5%

SMILES: NC(=S)NNc1ccc(Cl)c(Cl)c1
  ERK EGF inh: 5%[57.5 µM]

SMILES: CC(/C=N/NC(=O)c1ccco1)=C\c1ccccc1
  ERK EGF inh: 5%

Next section:
canonical_smiles | ERK EGF inh
O=C(CSc1nnc(-c2ccncc2)n1CCc1ccccc1)N1CCCC1 | -1%[57.5 µM]
CC(C)(C)c1ccc(C(=O)NCC(=O)OCC(=O)Nc2ccc3c(c2)OCCO3)cc1 | 5%
C[C@H]1[C@H](C)CC[C@]2(C(=O)O)CC[C@]3(C)C(=CC[C@@H]4[C@@]5(C)C[C@@H](O)[C@H](O)C(C)(C)[C@@H]5CC[C@]43C)[C@H]12 | -8%
COc1ccc(CCNC(=S)N(C)C)cc1OC | 1%[57.5 µM]
CCc1cc2cc3c(cc2nc1SCC(=O)Nc1cc(OC)c(OC)cc1C(=O)O)OCO3 | 6%
COc1cccc(/C=N/NC(=O)c2ccc3nc[nH]c3c2)c1O | -3%[57.5 µM]
O=C(NNC(=O)c1cccnc1SCc1cccc([N+](=O)[O-])c1)c1cccnc1 | -7%
Cc1ccc(-n2[nH]c(C)c(CCC#N)c2=O)cc1 | -5%
COc1ccc(OC)c(NC(=O)c2cccc(Cn3cc(Br)c([N+](=O)[O-])n3)c2)c1 | 3%
CC1(O)C(=O)C=C2C=C(c3ccc(C#N)cc3)OC=C2C1=O (stereo unspecified) | -15%
CN(C)c1ccc2c(=O)[nH][nH]c(=O)c2c1 | 2%
O=C(NCC1CC1)c1ccc2c3n(nc2c1)-c1ccccc1CO3 | 3%[57.5 µM]
Cn1c(SC/C=C/c2ccccc2)nnc1-c1ccco1 | 1%
COC(=O)c1cccc(Cn2cc([N+](=O)[O-])cn2)c1 | 10%
Cc1ccc2nc(COc3ccc(Cl)cc3)cc(=O)n2c1 | 7%
COc1ccc(/C=C/C(=O)c2cc(Cl)ccc2O)c(OC)c1 | 2%[57.5 µM]
O=c1[nH]cc(O)c(=O)[nH]1 | -3%[57.5 µM]
CC(=O)Nc1ccc(C(=O)NNC(=O)c2cc([N+](=O)[O-])cc([N+](=O)[O-])c2)cc1 | 0%
Oc1ccc(/C=N/n2cc(-c3ccccc3)[nH]c2=S)cc1 | ?
Cc1sc2ncnc(OCC(=O)NC3CCS(=O)(=O)C3)c2c1C (stereo unspecified) | -3%[57.5 µM]
CC(=O)Nc1ccc(C(=O)CSc2cc(C)c3cccc(C)c3n2)cc1 | 2%
OCc1cn(-c2ccccc2)nn1 | 0%
CCOC(=O)c1ccc2nc(C)c(C)nc2c1 | 9%[57.5 µM]
CC(C)(C)C(=O)O/N=C(\N)c1ccc(Br)cc1 | 7%[57.5 µM]
O=C1c2cccc(Sc3ccccc3)c2C(=O)c2c(Sc3ccccc3)cccc21 | 7.1µM*
Cc1noc(C)c1CSc1ncnc2sc3c(c12)CCC(C)C3 (stereo unspecified) | -8%
Cc1[nH]n(-c2ccccc2)c(=O)c1N=Nc1ccccc1C(=O)N1CCCCC1 | ?
C[C@]12CCC(=O)C=C1CC[C@@H]1[C@@H]2[C@@H](O)C[C@@]2(C)[C@H]1CC[C@]2(O)C(=O)COC(=O)CCC(=O)O | -6%[57.5 µM]
O=C(Nc1ccccc1)OC[C@H](CN1CCCCC1)OC(=O)Nc1ccccc1 | 0%[25.7 µM]
CS(=O)(=O)N1CCN(c2ccc(Cl)cc2[N+](=O)[O-])CC1 | -3%
Cc1[nH]c2ccccc2c1SCC(=O)N1CCCCCC1 | 0%
O=C(Nc1cccc(C(=O)N2CCN(c3ccc(F)cc3)CC2)c1)c1ccccc1 | -11%
C=C(C)CSc1nc2c(c(=O)[nH]c(=O)n2C)n1Cc1ccccc1 | -6%[57.5 µM]
O=C(CSc1ccc2ccccc2c1Br)Nc1cccc(S(=O)(=O)NC2=NCCCCC2)c1 | 4%
CCNC(=S)N/N=C(\C)c1ccc2ccccc2c1 | 0%
Cc1cc(C)n2nc(SCC(=O)N/N=C/c3ccccn3)nc2n1 | 12%
C=C(C)C1CCC2(C(=O)O)CCC3(C)C(CCC4C5(C)C(C=O)C(O)C(C)(C)C5CCC43C)C12 (stereo unspecified) | 4%[57.5 µM]
O=C1CC(NNc2ccccc2)C(=O)N1c1ccccc1 (stereo unspecified) | -9%
COC(=O)c1c(NC(=O)COC(=O)Cn2cnc3ccccc32)sc2c1CCCC2 | 11%
O=C(O)Cc1ccc(-c2ccccc2-c2ccccc2)cc1 | 11%

(further entries)
structure	ERK EGF inh
O=C(COC(=O)C12CC3CC(CC(C3)C1)C2)Nc1ccc([N+](=O)[O-])cc1Cl	-4%
O=C(CCC(=O)N(CC(=O)NC1CCCCC1)Cc1cccs1)Nc1ccccn1	-7%
Cc1ccccc1S(=O)(=O)NC1=NCCCCC1	-2%
N=C1S/C(=C\c2ccc(-c3ccccc3C(=O)O)o2)C(=O)N1c1ccc2c(c1)OCO2	-2%[57.5 µM]
CC(C)Oc1ccc(CCc2n[nH]c(=S)n2-c2ccccc2)cc1	-2%
COc1cccc(NC(=O)COC(=O)CC(NC(N)=O)c2ccc(Cl)cc2)c1 (stereo unspecified)	-4%[57.5 µM]
O=C(Nc1ncccc1Cl)c1ccccc1F	4%
O=C(NC1CCCCC1)C(c1ccc(F)cc1)N(Cc1ccco1)C(=O)c1ccccn1 (stereo unspecified)	2%
CC(C)OCCCNC(=O)CCC(=O)NNc1nc2ccccc2c2nc(-c3ccccc3)nn12	5%
CCN1CCN(CCc2nc3cc([N+](=O)[O-])ccc3n2C)CC1	-14%[57.5 µM]
CCCCCCc1cc2cc(S(=O)(=O)c3ccc(F)cc3)c(=O)oc2cc1O	2%
CCCN[C@@H](C)C(=O)Nc1ccccc1C	19%[25.7 µM]
COc1ccc(CCNC(=O)C2CC3Cn4c(nc5cc(Cl)c(Cl)cc54)C3N2C)cc1 (stereo unspecified)	-5%[57.5 µM]
CCN1CCN(CCCN(Cc2ccco2)C(=S)Nc2cc(Cl)ccc2C)CC1	3%
CN1CCC(Oc2ccc(Sc3ccccc3)cc2)CC1	5%
CCCNc1ncnc2onc(C)c12	-5%
O=C(Nc1ccc([N+](=O)[O-])cn1)c1cc(-c2cccc(Br)c2)nc2ccccc12	7%
O=C(NC(=S)NCCO)c1cn(-c2ccccc2)nc1-c1ccccc1	5%[57.5 µM]
COc1ccc(/C=C/CN2CCN(Cc3cccc(OC)c3)C(CCO)C2)cc1 (stereo unspecified)	-2%
CC1(C)CC(=O)C(Sc2ccccc2)=C(O)C1	-6%[57.5 µM]
Cc1ccc(C)c(OCC(=O)NC(Cc2c[nH]c3ccccc23)C(=O)O)c1 (stereo unspecified)	-8%
Cc1cc(C)nc(SCc2ccc([N+](=O)[O-])cc2)n1	6%
CC(=O)NCCC1CCCCN1Cc1nc(Cc2cccc(C(F)(F)F)c2)no1 (stereo unspecified)	13%[57.5 µM]
CNC(=O)COC(=O)c1cc(SC)ccc1Cl	1%
COC(=O)c1ccc2c(c1)N(Cc1cc(C)ccc1C)C(=O)c1ccccc1S2=O (stereo unspecified)	0%
O=c1cnc2cnc(Oc3ccccc3)nc2n1Cc1cccs1	-8%
COc1ccc(S(=O)(=O)N(CC(=O)NCc2cccnc2)C2CCCCC2)cc1OC	-9%[57.5 µM]
CCOC(=O)/C=c1\s/c(=C\c2ccc(-c3ccccc3)cc2)c(=O)n1CC(=O)NCc1ccc2c(c1)OCO2	10%
COc1ccc(/C=N/NC(=O)c2ccncc2)c(C(=O)O)c1OC	-1%[57.5 µM]
C=CCNC(=S)NCc1cccnc1	7%
COC(=O)C1=NNC2(c3ccc(Cl)cc3)C(=O)N(c3ccccc3)C(=O)C12 (stereo unspecified)	2%
Cc1ccc(S(=O)(=O)Nc2ccc(O)c3ncccc23)cc1	-11%
CCOC(=O)c1c(NC(=O)CSc2nnc(Cc3ccccc3)o2)sc(C)c1C	-3%
Cc1nc(SCC2(C)CC2(Cl)Cl)n[nH]1 (stereo unspecified)	-2%[57.5 µM]
C#CCOCCOCCOCCNc1nc(N2CCN(C(=O)[C@H](Cc3ccc(O)cc3)n3cc(C(N)CC(C)C)nn3)CC2)nc(N2CCN(C(=O)[C@H](CCC(=O)O)n3cc(C(N)[C@H](C)CC)nn3)CC2)n1 (stereo partly specified)	-6%[57.5 µM]
S=c1[nH]nc(CNc2ccc(Cl)cc2)n1Cc1ccccc1	2%
O=C(Cc1ccc(-n2cccc2)cc1)NCc1ccccc1Cl	-1%
C=CCNC(=S)/C(=C(/[O-])c1ccccc1Br)[n+]1ccccc1	-6%
Cc1cccc(Cn2nc(C(C)(C)C)cc2C(=O)Nc2ccc(F)cc2)c1	?
CCn1c(=O)c([N+](=O)[O-])c(NCC2CCCO2)c2ccccc21 (stereo unspecified)	-17%[57.5 µM]
O=C1NC(=Nc2ccccc2)SC1Cc1ccccc1 (stereo unspecified)	4%
Cc1cc(C)nc(SCc2cn3c(C)cccc3n2)n1	0%[57.5 µM]
CCOc1cc(S(=O)(=O)n2ccc(C)n2)ccc1Br	-5%
CN(C)c1nnnn1-c1ccc(Cl)cc1	-2%
COc1cc(C=C2C(=O)c3ccccc3C2=O)cc(OC)c1	-3%[57.5 µM]
Cc1ccc(Nc2ccccc2)nn1	-5%[57.5 µM]
CC(O)[C@H]1CN=C(N)N1CCc1cc(C(F)(F)F)cc(C(F)(F)F)c1 (stereo partly specified)	4%[57.5 µM]
Cc1ccccc1NC(=S)Nc1ccc(Br)cc1	4%
